Screening results deposited in PubChem BioAssay by several laboratories.
EBV gp42 block: EBV gp42 inhibition. Q1HVG2. Fluorescence polarization binding assay, mP read-out. inhibition, % (tested at 21.74 µM). actives 0.42% (n = 220,000); in the data active = inhibition above about 50%
PPC-1+TRAIL kill: PPC-1 cancer cell killing with TRAIL present. cell killing (% activity), % at 4 µM. PPC-1 cells + TRAIL, ATPLite viability luminescence. actives 0.41% (n = 220,000);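 active = cell killing above 50% in the first pass at 4 µM, then a duplicate retest at 5 µM averaging 50% or more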;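 also: plate controls were cells with TRAIL plus DMSO for no effect and medium-only wells lacking cells for full effect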
NCF1 inh: blocks human p47phox regulatory protein of NADPH oxidases | P14598 | p47phox/p22phox peptide binding, fluorescence polarization, 2 h | inhibition, % at 24.7 µM | actives 0.53% (n = 220,000) | AID 1274;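 active = inhibition above about 30%, limit read from the data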;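 also: 0% = p47phox with labelled peptide and 100% = labelled peptide alone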
Target sequence (P14598 whole entry, looked up): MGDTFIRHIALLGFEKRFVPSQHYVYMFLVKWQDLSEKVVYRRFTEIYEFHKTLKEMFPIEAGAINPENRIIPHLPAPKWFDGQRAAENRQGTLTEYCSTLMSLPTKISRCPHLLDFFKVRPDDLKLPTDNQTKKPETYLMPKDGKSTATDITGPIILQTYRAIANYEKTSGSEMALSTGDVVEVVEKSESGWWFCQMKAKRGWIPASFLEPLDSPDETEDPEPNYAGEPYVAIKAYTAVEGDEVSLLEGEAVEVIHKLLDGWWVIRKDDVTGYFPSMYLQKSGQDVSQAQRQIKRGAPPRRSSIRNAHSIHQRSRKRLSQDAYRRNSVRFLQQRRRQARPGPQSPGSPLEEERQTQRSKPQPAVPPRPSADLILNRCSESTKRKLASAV
MDM2 E3 inh: inhibitors of human Mdm2 E3 ubiquitin ligase | Q00987 | cell-based MDM2 ubiquitination luciferase reporter, 2 h; 0 = plate control, 100 = twice control, blank-subtracted | signal enhancement, % at 5 µM | actives 0.11% (n = 210,000);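 active = signal enhancement of 30% or more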;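 also: luminescence tracks abundance of the self-degrading MDM2-luciferase fusion protein; higher signal means inhibition of MDM2 E3 ligase activity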
Target sequence (Q00987 whole entry, looked up, the tested form may be a part): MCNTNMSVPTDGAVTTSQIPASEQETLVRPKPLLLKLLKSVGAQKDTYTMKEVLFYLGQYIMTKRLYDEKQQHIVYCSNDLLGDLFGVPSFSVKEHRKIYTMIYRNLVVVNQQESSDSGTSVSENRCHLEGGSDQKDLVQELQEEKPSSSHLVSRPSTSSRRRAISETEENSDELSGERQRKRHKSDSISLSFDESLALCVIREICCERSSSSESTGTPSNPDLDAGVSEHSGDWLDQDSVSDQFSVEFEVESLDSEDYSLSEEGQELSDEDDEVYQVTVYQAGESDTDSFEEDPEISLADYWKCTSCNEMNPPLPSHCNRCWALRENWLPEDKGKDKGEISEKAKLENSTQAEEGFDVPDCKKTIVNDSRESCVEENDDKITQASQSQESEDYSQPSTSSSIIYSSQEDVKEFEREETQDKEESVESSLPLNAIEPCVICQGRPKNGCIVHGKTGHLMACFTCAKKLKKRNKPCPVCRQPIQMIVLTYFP
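Material: stable MDM2–luciferase fusion reporter cells / Quantity: 2000 cells/well / Dosing: single 5 µM compound dose, 0.2% final DMSO / Buffer or medium: DMEM / Schedule: 4 h cell settling then 2 h compound exposure, 37 °C / Detection: luminescence with SteadyLite reagent, 15 min at room temperature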
TNF death inh: TNF-alpha cell death inhibition in Jurkat FADD-/- cells; Jurkat FADD-/- TNF necroptosis rescue, ATP luminescence, 24 h; 0 = TNF only, 100 = no-TNF cells; activation (protection from cell death), % at 10 µM; actives 0.068% (n = 220,000); AID 463075;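 active = activation, meaning protection from cell death, of at least 50% relative to plate controls; inactive = activation below 50%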;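 also: necroptosis triggered by 40 ng/mL TNF-alpha added together with compound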
CHOP inhibitor: blocks CHOP induction under ER stress; inhibition, % at 10 µM; actives 3.8% (n = 220,000); AID 2732; CHO-K1 CHOP-promoter luciferase, tunicamycin-induced, 15-18 h;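 active = compounds that reduced the stress-induced luciferase reporter signal by more than about 70% of percent inhibition, limit read from the data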;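 also: 0% = tunicamycin plus vehicle and 100% = wells without tunicamycin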
TRPML3 ag: agonists of human TRPML3 channel; Q8TDD5; HEK293 TRPML3-YFP, Fluo-8 calcium fluorescence; 100% = the carbachol control signal; activation, % at 3 µM; actives 0.29% (n = 220,000);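 active = activation above its plate's cutoff, the mean activation of the plate's test wells plus 3 SD, cut at about 12% in these data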;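 also: 0% = DMSO only wells and 100% = carbachol wells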
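Test system: TRPML3-YFP stable HEK293 cells. Doses: single point at 3 µM. Incubation: dye loading 1 h 37 °C then 30 min ambient, 125 s read. Signal: Fluo-8 calcium dye fluorescence, ex 470-495, em 515-575 nm. Measure: percent activation from peak-to-basal fluorescence ratio, scaled between DMSO and carbachol.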
zfTRPN1 agonist: agonists of zebrafish TRPN1 channel. HEK293 zebrafish TRPN1-YFP, Fluo-8 calcium fluorescence; 100% = response to 87 µM carbachol. actives 0.18% (n = 220,000). activation, % at 3 µM;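 active = activation above its plate's cutoff, the mean activation of test wells on that plate plus 3 SD, cut at about 19% in these data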;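 also: 0% = DMSO alone and 100% = 87 µM carbachol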
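Assay system: Zebrafish TRPN1-YFP in HEK293 cells | Incubation: Dye loading 1 h at 37 °C, then 30 min room temperature | Measured by: Kinetic Fluo-8 fluorescence, ex 470-495, em 515-575 nm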
Runt-SMMHC FRET: blocks binding of human RUNX1 Runt domain to CBFb-SMMHC; Cerulean-Runt/Venus-CBFb-SMMHC FRET ratio 530/480, 1 h; inhibition, % at 20 µM; actives 0.74% (n = 220,000);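 active = mean inhibition across duplicate retests at 20 µM reaching about 50%, limit read from the data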;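 also: 0% = DMSO wells and 100% = wells with excess untagged CBFb-SMMHC; inhibitors lower the FRET ratio by blocking Runt binding to CBFb-SMMHC; some results filed as inactive read as strong as hits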
Active calls of the source: *; nt = no result given.

SMILES	EBV gp42 block	PPC-1+TRAIL kill	NCF1 inh	MDM2 E3 inh	TNF death inh	CHOP inhibitor	TRPML3 ag	zfTRPN1 agonist	Runt-SMMHC FRET
Cc1ccc(C(=O)COc2cccc(NC(=O)c3ccco3)c2)cc1	-24	22	-10	1	-0.7	36	-0.6	-0.2	1
CC(Sc1nc2c([nH]c3ccccc32)c(=O)n1C)c1ccccc1 (centres undefined)	-4	12	-10	1	1.2	95*	0.0	-0.4	1
Cc1ccsc1/C=N\NC(=O)c1ccc2c(c1)OCO2	-11	29	-9	-3	-2.7	-8	-0.2	-0.4	-197
Cc1nn(CC(=O)NCCN2CCOCC2)c(=O)c2ccccc12	-4	6	3	-9	0.0	-9	0.2	1.5	-51
Nc1ncnc2nc(SCCc3ccccc3)[nH]c12	-3	26	0	-3	-1.6	41	0.8	-0.7	-2
Cc1cnc(NC(=O)CN2C(=O)C3CC=CCC3C2=O)s1 (centres undefined)	-2	-7	2	-2	-2.7	-8	1.0	1.4	-3
O=C(COc1ccc2ccccc2c1)N1c2ccccc2Sc2ccccc21	-15	-1	-26	-5	-4.8	28	1.1	1.9	1
COc1cccc(NC(=O)C2CCN(c3ncccn3)CC2)c1	-8	15	1	-11	-0.3	-23	0.2	0.0	-10
CCCCN(C)c1ccc([N+](=O)[O-])cc1	-30	26	3	-2	2.4	-7	0.0	-1.4	-7
N#CCCn1cc(/C=C/C(=O)O)c(-c2ccc(F)cc2)n1	-7	22	1	-18	0.1	-2	0.8	0.1	-1
Cc1n[nH]c(C)c1S(=O)(=O)N1CCC(C(=O)N2CCn3c2nc2ccccc23)CC1	-22	2	-9	1	-0.1	28	0.7	-0.5	-1
CCOC(=O)Cc1csc(NC(=O)COc2ccc3ccccc3c2)n1	-2	26	-20	-17	-0.4	41	0.2	0.7	0
CCN1CCCC1CNCc1cccc(OC)c1OCc1ccc(F)cc1 (centres undefined)	-10	13	23	-11	1.3	-52	0.6	-1.7	2
C=CCC(CC=C)(C(=O)O)c1ccccc1	-9	14	-11	-10	-1.3	-12	0.0	1.2	-4
Cc1ccc(NC(=O)CN(c2ccc(C)cc2)S(=O)(=O)c2cccc3nonc23)cc1	-12	10	-60	-2	-1.2	19	-1.1	-1.8	-1
O=C(NCc1ccccc1)c1ccc(OCC2CCCO2)cc1 (centres undefined)	-21	17	-6	6	0.3	6	0.7	-0.2	2
Cc1ccccc1N1CCN(C(=O)c2ccc(Oc3ccc(C(F)(F)F)cn3)cc2)CC1	7	-1	-13	-24	-10	103*	0.0	-0.9	1
O=C(CSc1nnc(-c2ccc(F)cc2)o1)NC1CCCCC1	-110	14	-194	2	0.3	48	0.4	-1.7	1
NC(=O)c1cc(Cl)cn(-c2ccccc2)c1=O	4	6	-4	13	-0.5	24	0.7	0.9	0
CCOC(=O)CSc1nnc2n1C(C)(C)Cc1ccccc1-2	-12	23	-2	7	-0.2	-7	0.4	0.4	-8
Cc1ccc(-c2noc(-c3ccccc3C(=O)N3CCOCC3)n2)cc1	-20	24	-14	-17	-5.9	33	-0.1	-0.1	4
O=C1NC(=Nc2cccc(O)c2)S/C1=C\c1cccnc1	-3	6	-10	-11	1.2	-22	0.0	-0.8	0
C#CCNC(=O)C1=C[C@H](C2CCCCC2)[C@@H](CCCO)[C@H](OCC)O1	-11	-14	-16	nt	3.3	-11	0.8	1.4	1
Cn1c(SCC(N)=O)nnc1-c1ccc(C(C)(C)C)cc1	-3	17	-13	-23	-0.5	8	1.1	0.3	1

One compound at a time, as listed above.
Record of O=C(NCc1ccccc1)c1ccc(OCC2CCCO2)cc1 (centres undefined) = EBV gp42 block: -21; PPC-1+TRAIL kill: 17; NCF1 inh: -6; MDM2 E3 inh: 6; TNF death inh: 0.3; CHOP inhibitor: 6; TRPML3 ag: 0.7; zfTRPN1 agonist: -0.2; Runt-SMMHC FRET: 2
Record of O=C1NC(=Nc2cccc(O)c2)S/C1=C\c1cccnc1 = EBV gp42 block: -3; PPC-1+TRAIL kill: 6; NCF1 inh: -10; MDM2 E3 inh: -11; TNF death inh: 1.2; CHOP inhibitor: -22; TRPML3 ag: 0.0; zfTRPN1 agonist: -0.8; Runt-SMMHC FRET: 0
Record of Cc1ccc(-c2noc(-c3ccccc3C(=O)N3CCOCC3)n2)cc1 = EBV gp42 block: -20; PPC-1+TRAIL kill: 24; NCF1 inh: -14; MDM2 E3 inh: -17; TNF death inh: -5.9; CHOP inhibitor: 33; TRPML3 ag: -0.1; zfTRPN1 agonist: -0.1; Runt-SMMHC FRET: 4

Remaining list, next part.
SMILES	EBV gp42 block	PPC-1+TRAIL kill	NCF1 inh	MDM2 E3 inh	TNF death inh	CHOP inhibitor	TRPML3 ag	zfTRPN1 agonist	Runt-SMMHC FRET
CC(C)CN(CC(C)C)S(=O)(=O)N1CCC(C(=O)NCCc2ccc(Cl)cc2)CC1	8	18	-2	-19	0.5	65	1.2	0.2	-8
CCCCCCOC(=O)Cc1c(C)nc(N)[nH]c1=O	-31	4	-8	-10	0.5	-5	0.5	-0.8	3
Cc1nnc(SCC(=O)N2CCCc3ccccc32)[nH]c1=O	-13	-4	-18	-17	-0.3	30	0.7	0.5	-1
O=C(CSc1nnc(SCc2cccc3ccccc23)s1)N/N=C/C=C/c1ccccc1[N+](=O)[O-]	0	17	-7	6	-4.2	24	0.3	2.3	-2
COCC(=O)N(CCc1ccc(OC)c(OC)c1)Cc1cc2cc(C)ccc2nc1Cl	-4	11	-22	1	0.2	10	0.5	0.0	1
COC(=O)C1=C2SC(C)C(=O)N2C(N)=C(C#N)C1c1cc(OC)c(OC)c(OC)c1 (centres undefined)	-3	5	-12	-1	-0.3	-4	0.8	0.0	14
O=C(Nc1ccc(Cl)cn1)Nc1ccccc1F	2	22	5	-5	2.3	-3	0.9	-1.8	3
COc1ccc2c(c1OC)C(=O)OC2Nc1ccc(S(=O)(=O)N=C(N)N)cc1 (centres undefined)	-16	21	-8	-11	2.3	9	1.2	-0.2	0
CCOC(=O)C1=C(C)NC(=O)NC1c1cccc(OC)c1OCc1ccccc1Cl (centres undefined)	-4	-32	-4	-8	-1.1	19	0.6	-0.1	-1
CSCCC1NC(=O)N(CC(=O)N2N=C(c3ccc(Cl)cc3)CC2c2ccco2)C1=O (centres undefined)	-1	-8	-14	-5	-4.5	62	-0.6	-3.0	2
O=C(CSCC(=O)Nc1ccccc1)N/N=C/c1c(O)ccc2ccccc12	6	13	-11	-6	-17	56	0.4	1.2	-14
CCCCn1c(=NC(=O)c2cccnc2)c(C(=O)OCC)cc2c(=O)n3ccccc3nc21	-1	30	-16	-20	-1.6	5	0.4	0.8	62*
CC(C)(C)C(=O)N/C(N)=N/c1nc2ccccc2o1	-6	28	-4	-30	-3.4	3	2.4	4.4	0
CCc1ccc(C(=O)Nc2ccc(OC)c(S(=O)(=O)N3CCOCC3)c2)cc1	-4	-4	-7	-14	-0.1	6	0.5	5.2	-2
COc1ccc(C(Nc2cc(C)ccn2)c2ccc3ccc(C)nc3c2O)cc1 (centres undefined)	0	22	-36	-18	-0.5	-21	0.7	0.5	2
COc1ccc(-c2ccc(=O)n(CC(=O)Nc3ccc4c(c3)OCCO4)n2)cc1	-17	13	-16	-6	1.6	22	0.3	0.2	2
O=C1Nc2ccccc2/C1=C/C(=O)c1cccs1	-3	9	-2	-7	-21	104*	2.0	0.3	5
CCCC(C)n1[nH]c(=O)cc1N (centres undefined)	-20	15	-11	-3	-1.1	35	0.6	0.2	-5
Fc1ccccc1/C=C/c1ccc2ccccc2n1	10	39	-12	-64	-0.7	60	0.8	0.1	2
CCOC(=O)N1CCN(S(=O)(=O)c2ccc([N+](=O)[O-])cc2)CC1	-14	-7	-9	-9	1.8	-5	0.1	-2.0	-1
Cc1ccc(C)c(N(CC(=O)NC2CCCC2)C(=O)c2oc(C(C)(C)C)cc2C)c1	-25	-6	1	-7	-2.2	45	7.2	-0.5	-7
Cc1ccc(S(=O)(=O)C2C(=O)N(C)C3(C)CC2c2ccccc2O3)cc1C (centres undefined)	-5	10	-11	11	0.3	1	0.3	-0.1	3
Cc1ccc(-n2cnc3cc(NCc4cccs4)ccc32)cc1	-20	27	-1	-27	-1.2	40	0.4	-0.7	12
COc1cc(/C=N/N(C)C)ccc1OC(=O)c1ccco1	0	9	6	-12	-0.8	6	0.0	1.7	0
Cc1cccc(N/C(N)=N/c2nc(C)c(Cc3ccccc3)c(=O)[nH]2)c1	7	6	-4	-3	0.3	101*	0.9	0.0	-1
O=S(=O)(Nc1cc(Cl)ccn1)c1ccc(Cl)cc1	-5	5	3	-8	1.6	6	-0.7	-0.7	-2
CN1CCN(CCN2CCn3c2nc2ccccc23)CC1	-10	-8	0	21	-2.5	20	0.6	1.9	2
CCCc1ccc(C(=O)N2CCN(c3ccccc3OCC)CC2)cc1	-7	-8	-7	-4	-1.2	71*	-0.3	-2.0	1
CC1Cc2ccccc2N1C(=O)CSc1nccc(=O)[nH]1 (centres undefined)	-4	24	7	-14	0.5	-4	0.6	0.8	-2
Cc1cc(C)cc(NC(=O)CCC(=O)Nc2nnc(C(F)(F)F)s2)c1	-10	1	-17	-62	2.3	13	0.9	0.3	4
O=C(CCc1ccccc1)N1CCCN(C(=O)CCc2ccccc2)CC1	-10	-5	0	8	1.7	1	0.7	-0.3	0
CCOC(=O)CNC(=O)CSc1nc(Cc2cccs2)nc2ccccc12	-10	12	-16	-16	-1.2	33	0.0	-0.3	3
CCOC(=O)/C(C#N)=C/Nc1ccccc1NS(=O)(=O)c1ccc(C)c(C)c1	0	1	-10	-8	1.4	3	0.5	-1.6	-1
CC(Nc1ccc(Br)cc1)C(=O)N/N=C/c1ccccc1OCc1ccccc1 (centres undefined)	12	12	-13	11	2.5	92*	0.7	0.3	2
CCn1c(=O)cc(OCC(=O)Nc2ccc(OC)c(OC)c2)c2ccccc21	-2	2	-6	-3	-3.7	-4	23*	4.3	3
CC(=O)Oc1ccc(C(=O)Cc2ccc3ccccc3n2)c(O)c1C	-21	14	-6	-18	-4.4	35	1.0	1.6	-139
Cc1ccc(C(=O)NCC(=O)NCC(=O)OCC(=O)c2ccc(Br)cc2)cc1	-29	28	5	-12	1.9	9	0.4	-0.8	-1
COC(=O)c1ccc(CSc2ncnc3c2nnn3-c2ccc(F)cc2)o1	8	16	-1	-20	-0.4	13	-0.2	0.0	0
O=c1c2cn[nH]c2[nH]c(=S)n1-c1cccc2ccccc12	-3	25	1	-17	0.8	-10	0.0	-0.3	-1
CN1/C(=C\C(=O)c2ccccc2Cl)c2ccccc2CC1(C)C	4	-7	-4	-7	0.5	47	-0.2	-1.5	-2
CCOC(=O)c1cnc(SCC(=O)Nc2sc(C)c(C)c2C#N)nc1N	-4	1	11	-12	1.6	71*	0.1	0.6	-1
